Source: PubChem (National Center for Advancing Translational Sciences (NCATS))
PKM2 act – PKM2 (human) enzyme activation; P14618; purified PKM2, Kinase-Glo ATP luminescence, activation; response scale: 0% is enzyme alone, no compound; Potency, µM (series often up to 57.5 µM), without a hit: at the highest dose activation, hits mostly activators; 0.34% of 260,000 active; AID 1631; note: potency is the fitted concentration of half-maximal effect; nearly all actives have a fitted effect of over 55% in size
Target sequence (P14618 whole entry, looked up): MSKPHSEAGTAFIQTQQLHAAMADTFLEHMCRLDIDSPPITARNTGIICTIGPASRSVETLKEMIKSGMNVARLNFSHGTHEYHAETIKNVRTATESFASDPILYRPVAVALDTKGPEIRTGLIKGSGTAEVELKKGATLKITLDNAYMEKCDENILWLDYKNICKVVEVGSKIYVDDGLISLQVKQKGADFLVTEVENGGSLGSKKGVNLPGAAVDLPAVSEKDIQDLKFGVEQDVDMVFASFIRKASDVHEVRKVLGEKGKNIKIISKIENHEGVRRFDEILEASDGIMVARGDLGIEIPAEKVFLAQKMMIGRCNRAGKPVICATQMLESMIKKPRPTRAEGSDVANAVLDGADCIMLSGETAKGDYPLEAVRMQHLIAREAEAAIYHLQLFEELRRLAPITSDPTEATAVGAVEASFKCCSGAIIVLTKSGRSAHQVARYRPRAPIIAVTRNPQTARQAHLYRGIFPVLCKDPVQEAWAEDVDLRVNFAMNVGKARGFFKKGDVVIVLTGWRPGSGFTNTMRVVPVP
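hPK-M2, >95% pure; 0.1 mM ADP / 0.5 mM PEP final; imidazole pH7.2 buffer w/ 7 mM MgCl2, 50 mM KCl; 1 h RT; Kinase-Glo lum. Intermediate enzyme activity for dual inhibitor/activator qHTS.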
FBPA coupling cs – coupling enzyme interference in Giardia aldolase counter-screen | coupling enzyme system counterscreen, AmpLite Red fluorescence | activity change, negative = inhibition, % at 58.2 µM, hits read low | 0.67% of 290,000 active; in the data active = activity change below about -30%
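First, compound is pin-transferred into glyceraldehyde-3-phosphate coupling-enzyme reagent at 57.5 uM final and held 10 min at RT. Next, substrate, coupling system and AmpLite Red are added. After 20 min RT, fluorescence (525/598 nm) is read.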
KCNH2 3.1 block – KCNH2 3.1 (human) potassium channel inhibition; U2OS KCNH2 3.1, thallium flux FluxOr; active compounds read low; activity change, % (tested at about 1.8 µM); 0.95% of 340,000 active; AID 720553;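 active = maximum activity change below -70%; inconclusive = maximum activity change from -70% to -50%; inactive = maximum activity change above -50%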;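 note: thallium influx rate constant from kinetic fluorescence after stimulation buffer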
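Thallium flux read-out: FluxOr dye with Red40 quencher in HBSS/HEPES, 45 min at RT. Rate constants from kinetic reads were normalized to positive and negative DMSO controls. Cells: U2OS virally expressing the 3.1 isoform.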
uPA generation – cell surface uPA generation inhibition | AID 540303 | 0.31% of 330,000 active | Potency, µM (titrated, usually from 38.3 µM), for the others: top-dose activity change, negative = inhibition, usual class: inhibitors | cell surface uPA generation assay, qHTS; active = well fitted inhibition curve with a large enough effect; inconclusive = small, poorly fitted or top-dose-only effect; inactive = no such curve, though single readings can be large or run the other way; tested in mouse RAW 264.7 cells; note: potency is the fitted concentration of half-maximal effect; nearly all actives have a fitted effect of over 55% in size
USP2a block – USP2a (human) protease inhibition. O75604. USP2 core, Ub-CHOP2 coupled fluorogenic reporter, 485/531. Potency, µM (titrated, usually from 38.3 µM), inactives show top-dose activity change, negative = inhibition, actives largely listed as inhibitors. 0.01% of 330,000 active;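 note: potency is the fitted concentration of half-maximal effect; plate controls were DMSO wells for no effect and full inhibition by NEM control for full effect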
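USP2 core (10nM final) preincubated 30min RT with compound in 20mM Tris-HCl pH 8.0, 2mM CaCl2, 2mM beta-mercaptoethanol, 0.05% CHAPS; 25nM Ub-CHOP2 plus 25nM reporter substrate added, fluorescence (Ex485/Em531) read after 60min.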
Giardia killer – Giardia lamblia killing | Giardia lamblia trophozoite viability | 0.15% of 340,000 active | activity change, % at 7.66 µM, hits read low; in the data active = activity change below about -80%; inconclusive = between about -30% and that limit;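 note: parasites exposed to compound for two days anaerobically before the ATP read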
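Trophozoites 100 cells/well + cpd; 48 hrs, 37 deg C, anaerobic. ATPLite 1-Step added, 15-30 min RT, luminescence read (ATP-based viability).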
Chronic BCR inh – chronic active BCR signaling inhibition | ABC-DLBCL IkBa-CBG/CBR reporter, luminescence ratio, 4 h | 0.05% of 340,000 active | Potency, µM (highest dose often 46.1 µM), for the others: top-dose ratio change, negative = lower green/red ratio, usual class: inhibitors | AID 493014; active = well fitted inhibition curve with a large enough effect in the signal ratio, with a control signal flat, not every such curve was filed as active; inconclusive = small, poorly fitted or top-dose-only effect, or effect the other way, or a change in a side signal; the % refers to the signal ratio;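 note: potency is the fitted concentration of half-maximal effect; plate controls were basal doxycycline-induced cells for no effect and cells given 10 µM MG132 for full effect; MG132 reads +100%, hits lower the ratio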
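TMD8 ABC-DLBCL cells carrying doxycycline-inducible green luciferase fused to IkappaBalpha plus unfused red luciferase were exposed to compounds (up to 46 uM) for 4 hrs at 37C. Activity came from the overlap-corrected green/red luminescence ratio.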
Eya2 inh – inhibitors of human Eya2 phosphatase activity; O00167; recombinant Eya2, OMFP fluorescence dephosphorylation (OMFP is methylfluorescein phosphate); Potency, µM (highest dose often 76.9 µM), without a hit: at the top dose activity, negative = inhibition, usual class: inhibitors; 0.006% of 330,000 active; AID 488837; note: potency is the fitted concentration of half-maximal effect
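Eya2 (0.2 uM) preincubated 10 min at ambient with compound, then OMFP substrate added at 50 uM; 10 min reaction in 50 mM HEPES pH 7.5, 50 mM NaCl, 5 uM MgCl2, 0.05% BSA, 1 mM DTT. Fluorescence read at Ex 485/Em 525 nm.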
KCNH2 WT inh – blocks the wildtype human KCNH2 potassium channel; 0.37% of 340,000 active; AID 720551; activity change, % at 1.84 µM; U2OS, BacMam KCNH2, thallium flux FluxOr; active compounds read low; Q12809;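 active = maximum activity change below -70%; inconclusive = maximum activity change between -70% and -50%; inactive = maximum activity change above -50%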
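U2OS cells transduced with wild-type KCNH2 virus are loaded with FluxOr dye for 45 min, and thallium flux is measured in kinetic reads before and after stimulation buffer. Rate constants are normalized to DMSO controls.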
B2AR arrestin – beta2AR (human) beta-arrestin recruitment activity; P07550; beta-arrestin recruitment to beta2AR, cell-based reporter; Potency, µM (top dose mostly 46.1 µM), for inactives: at the top dose activation, actives largely listed as activators; 0.02% of 330,000 active;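 note: potency is the fitted concentration of half-maximal effect; 0% = DMSO controls and full agonism = EC100 isoproterenol or metaproterenol; nearly all actives have a fitted effect of over 65% in size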
Target sequence (P07550 whole entry, looked up): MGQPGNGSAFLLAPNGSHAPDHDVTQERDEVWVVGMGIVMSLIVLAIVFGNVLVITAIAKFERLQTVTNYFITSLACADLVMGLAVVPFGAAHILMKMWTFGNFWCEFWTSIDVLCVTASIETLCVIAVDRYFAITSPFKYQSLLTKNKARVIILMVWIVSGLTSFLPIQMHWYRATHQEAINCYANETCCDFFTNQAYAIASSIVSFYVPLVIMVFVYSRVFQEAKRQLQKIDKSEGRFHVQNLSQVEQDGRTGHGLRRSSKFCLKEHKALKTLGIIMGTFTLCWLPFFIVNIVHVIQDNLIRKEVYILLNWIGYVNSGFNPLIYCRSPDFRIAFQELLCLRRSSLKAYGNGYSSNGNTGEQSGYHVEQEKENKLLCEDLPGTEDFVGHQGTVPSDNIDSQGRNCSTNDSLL
GALK inhibitor – inhibitors of human galactokinase; P51570; Purified GALK, Kinase-Glo residual ATP luminescence; Potency, µM (highest dose often 57.5 µM), for inactives: at the top dose activity change, negative = inhibition, hits mostly inhibitors; 0.007% of 270,000 active; note: potency is the fitted concentration of half-maximal effect
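ATP-depletion format; final 35 uM ATP, 100 uM D-galactose, 5 nM enzyme; pH 8.0 HEPES/Mg2+ buffer; 60 min RT; luminescence read 10 min after detection reagent.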
Starred values were filed as active, the others as inactive; ? = inconclusive; · = not tested or not shown; & = joins results of further samples; [ ] = remark or other dose. Unless noted, calls come from the whole dose curve; as a rule, active = well fitted curve in the direction sought with a large enough effect; inconclusive = small, poorly fitted or top-dose-only effect, or another doubt; inactive = no such curve, though single readings can be large; an effect the other way counts as inactive or inconclusive. Unless noted, % is set by controls: 0 for no effect and ±100 for the full control effect.

SMILES	PKM2 act	FBPA coupling cs	KCNH2 3.1 block	uPA generation	USP2a block	Giardia killer	Chronic BCR inh	Eya2 inh	KCNH2 WT inh	B2AR arrestin	GALK inhibitor
CCCOc1ccc(C2C(C(=O)c3ccc(C)o3)=C(O)C(=O)N2Cc2ccco2)cc1 (configuration not stated)	-2%	·	15	-3%	-1%	-7	?	-15%	-1	-0.4%	0%
O=C(Nc1ccc(F)cc1)c1cccnc1	1%	1	-9	3%	-1%	4	-1%	-2%	1	0.0%	0%
Cc1cccc(CNC(=O)CCn2ccc3cc(S(=O)(=O)N4CCCC4)ccc32)c1	·	·	13	15%	5%	-18	2%	-23%	8	-0.3%	-6%
Cc1ccc(-c2[nH]ncc2C(=O)c2ccc(Br)cc2)c(O)c1	·	0	4	5%	2%	-27	0%	5%	-1	-1.0%	4%
CN(C)Cc1ccccc1Cc1ccccc1	9%	3	9	1%	5%	1	-2%	0%	-2	-0.4%	3%
N#Cc1c(-c2ccccc2Cl)c2c([nH]c1=O)-c1ccccc1OC2	-6%	10	11	0%	0%	-10	7%	0%	3	0.4%	3%
C[C@@H]1O[C@@H](O[C@H]2[C@H](Oc3cc(O)c4c(c3)O[C@H](c3ccc(O)cc3)CC4=O)O[C@H](CO)[C@@H](O)[C@@H]2O)[C@H](O)[C@H](O)[C@H]1O	0%	3&2	-5	-3%	4%	-7	-3%	-3%	-2	-0.2%	-1%
COc1ccc(C(=O)NNC(=O)C2=NN(c3ccccc3)C(=O)CC2)cc1	·	-3	4	1%	-2%	4	-4%	-18%	9	-0.4%	0%
O=C(CCc1ccccc1)NNC(=O)c1cc(Cl)ccc1O	0%	2	-17	-6%	-3%	0	?	2%	3	-1.2%	5%
CC(C)COC(=O)CCn1[nH]c(=O)c2ccccc2c1=O	-20%	3	-10	8%	0%	-2	-2%	8%[15.4 µM]	-3	0.1%	1%
CC1(C)CC(=O)C=C(Nc2cccc(O)c2)C1	3%	-1	20	0%	-2%	17	-3%	6%	14	0.0%	-2%
COc1ccc(Cl)cc1NC(=O)C/C(C)=N/NC(=O)CCc1ccccc1	·	-2	-12	-3%	-2%	-2	?	14%	-2	-0.9%	-5%
Nn1cc(-c2ccccc2)nc1SCC(=O)NCCN1C(=O)CSC1=O	5%	0	1	-1%	1%	6	-2%	-10%	0	-0.1%	6%
CCOc1ccc(CCNC(=O)CN2C(=O)c3cccnc3Oc3ccc(C)cc32)cc1OCC	-3%	-1	-3	12%	0%	-7	-6%	7%	10	0.5%	·
Cn1ccs/c1=N\C(=O)Nc1ccccc1	-14%	4	5	?	0%	-5	?	-3%	13	0.0%	3%
COc1c(C(C)C)cc(NC(C)=O)cc1C(C)C	-2%	2	-32	7%	1%	1	-9%	8%	11	0.2%	-4%
O=C1C(Cc2ccccc2)SC(=Nc2ccccc2)N1c1ccccc1 (configuration not stated)	2%	0	-27	-7%	-1%	-17	8%	-1%	2	-1.6%	-1%
Cc1nc2sccn2c(=O)c1S(=O)(=O)NC(C)c1ccccc1 (configuration not stated)	6%	1	19	-20%	1%	21	-4%	?	4	0.4%	·
CCc1nnc(NS(=O)(=O)c2ccc(NC(=S)NC(=O)/C=C/c3ccc(F)cc3)cc2)s1	3%	0	0	0%	-3%	20	-3%	0%	36	0.0%	-3%
O=C(CCS(=O)(=O)c1cc(Br)cc2c1N(C(=O)C1CC1)CC2)N1CCN(c2ccccn2)CC1	-10%	-1	2	7%	-1%	12	2%	-2%	-6	-0.1%	1%
CCCN1CC(=O)N2Cc3[nH]c4ccccc4c3C[C@H]2C1=O	·	0	21	-7%	-2%	10	?	0%	-6	-0.3%	·
O=C(COC(=O)CCC(=O)c1cccs1)Nc1ccc(S(=O)(=O)N2CCOCC2)cc1	7%	0	3	1%	2%	-3	0%	10%	-1	-1.0%	3%
Cc1cccc(N2C(=O)c3ccc(Br)cc3C2=O)n1	0%[11.5 µM]	0	·	·	-1%	·	2%	0%	·	-0.4%	9%
CCCCOC(=O)Nc1cc(Cl)ccc1C	-15%	-5	·	7%	1%	4	1%	-11%	-10	0.1%	0%
COC(=O)C(NC(=O)CSc1nc(N)cc(=O)[nH]1)c1ccccc1 (configuration not stated)	-1%	4	6	0%	1%	-13	1%	-8%	12	0.5%	7%
COc1cc(C(C)=O)ccc1OCC(=O)Nc1ccc(C)c(S(=O)(=O)N2CCCCCC2)c1	·	·	-5	-7%	1%	-8	0%	-6%	-6	0.1%	·
O=C(NCc1ccc2c(c1)OCO2)C1CCN(S(=O)(=O)N2CCCCC2)CC1	-4%	1	21	2%	3%	-9	-1%	-6%	-4	-0.9%	·
Cc1ccc(-n2nc(C(=O)O)cc2-c2ccccc2Cl)cc1	·	-10	-6	4%	0%	2	?	-7%	-1	0.4%	0%
Cc1ccc(CNC(=O)/C=C/c2cccs2)cc1	3%	2	-3	5%	-1%	2	5%	-1%	-2	-1.5%	3%
Nn1c(SCc2nc3ccccc3[nH]2)nnc1-c1ccccc1	-1%	0	-6	-1%	-6%	-3	-5%	-9%	-3	-0.2%	3%
COc1ccc(NC(=O)CN(C)CC(=O)c2[nH]c(C)c(C(C)=O)c2C)cc1	·	·	5	14%	1%	9	-13%	-18%	-14	-1.1%	·
Cc1ccc(NS(=O)(=O)c2c(C)noc2C)cc1	·	-6	9	-1%	-1%	-15	-1%	2%	-2	-0.3%	2%
Cc1ccc(O)c(N=Cc2cc(Cc3ccccc3)cc([N+](=O)[O-])c2O)c1	-6%	-11	-16	-13%	-1%	-6	-4%	?	-11	0.1%	0%
Cc1cc(=O)oc2cc(OCC(=O)NC3CC(C)(C)NC(C)(C)C3)ccc12	0%[0.46 µM]	-2	-6	-3%	2%	21	-1%	-2%	-19	0.0%	-1%
CN1CCN(c2ccc([N+](=O)[O-])cc2C(=O)N2CCCCC2)CC1	-4%	-1	24	-1%	-2%	-13	0%	6%	32	-1.5%	3%
O=C(Cc1cccc(NC(=O)C2CCN(C(=O)C3CCCCC3)CC2)c1)Nc1cccc(C(=O)N2CCCC2)c1	·	·	·	19%	-1%	8	-1%	11%	·	-3.3%	·
COc1ccc(Br)cc1-c1noc(-c2ccccc2)n1	-2%	2	-7	-7%	-1%	6	?	-9%	-7	0.2%	-6%
CCOC(=O)c1ccc2c(c1)[n+](CC)c(C)n2-c1ccccc1	-28%	-1	2	2%	0%	-5	2%	-6%	-11	0.0%	-1%
CCC(C)(C)n1nnnc1C(c1cccnc1)N1CCC(Cc2ccccc2)CC1 (configuration not stated)	-6%	0	21	-4%	4%	14	0%	3%	3	0.0%	2%
CSc1ccc(CN(C)CCc2ccccn2)cc1	2%	1	-12	-10%	-1%	-1	-2%	0%	5	3.6%	3%
C=CCNC(=O)c1ccccc1NC(=O)Nc1ccccc1	-15%	0	4	-6%	4%	-19	?	-9%	2	-0.3%	-4%
Cc1nc(Cl)sc1C(=O)NC(C)c1ccc(Cl)cc1 (configuration not stated)	-5%	-1	-14	-3%	3%	-7	5%	-1%	-6	-0.1%	0%
COc1ccc(CCNc2cc(=O)[nH]c(N)n2)cc1	-4%	0	-11	·	2%	-2	0%	6%	-13	-0.5%	-3%
CN(C)c1cccc2c1C(=O)c1ccccc1C2=O	-11%	-29	-13	-3%	1%	-11	11%	-12%	-6	-0.6%	0%
COc1ccccc1CCN=C(N)NS(=O)(=O)c1ccccc1	-2%	0	26	13%	6%	-13	5%	?	14	-0.2%	1%
CC(C)c1cc(C(F)(F)F)n2nc(C(=O)Nc3ccc4c(c3)OCO4)cc2n1	4%	-1	-21	-7%	4%	6	-7%	9%	-8	-0.9%	5%
O=C(c1ccc2c(Cl)c3c(nc2c1)CCCC3)N1CCN(c2ccc(F)cc2)CC1	-1%	0	-21	?	-1%	2	-1%	2%	26	-1.3%	·
Cc1ccc(S(=O)(=O)N2CCCOC2CNC(=O)C(=O)NCCC2=CCCCC2)cc1 (configuration not stated)	1%	5	-10	-7%	-9%	-3	?	-2%	3	-1.0%	1%
CC1CN(S(=O)(=O)c2cccc(C(=O)OC(C)C(=O)NC3CCCCC3C)c2)CC(C)O1 (configuration not stated)	-4%	·	·	-1%	-1%	-8	?	4%	2	0.2%	1%
CC(CN1CCC(n2nccc2NC(=O)CCCc2ccccc2)CC1)c1ccccc1 (configuration not stated)	4%	·	-22	-13%	0%	?	-11%	-8%	46	0.1%	-4%
O=C(Nc1ccc2oc(=O)ccc2c1)c1ccc(-c2ccccc2[N+](=O)[O-])o1	11%	1	-8	2%	7%	12	?	5%	-2	0.1%	-1%
